Source: PubChem
TAAR1 antagonist = human TAAR1 antagonism | CHO RD-HGA16 TAAR1, Fluo-8 calcium fluorescence, antagonist | inhibition, % at 3 µM | 360,000 compounds, 1.5% hits;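 active = inhibition above a per-plate cutoff, the mean inhibition of test compounds on that plate plus 3 SD, cut at about 49% in these data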;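 note: 0% = DMSO plus EC80 beta-PEA response and 100% = DMSO alone without agonist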
Target sequence (Q96RJ0 whole entry, looked up): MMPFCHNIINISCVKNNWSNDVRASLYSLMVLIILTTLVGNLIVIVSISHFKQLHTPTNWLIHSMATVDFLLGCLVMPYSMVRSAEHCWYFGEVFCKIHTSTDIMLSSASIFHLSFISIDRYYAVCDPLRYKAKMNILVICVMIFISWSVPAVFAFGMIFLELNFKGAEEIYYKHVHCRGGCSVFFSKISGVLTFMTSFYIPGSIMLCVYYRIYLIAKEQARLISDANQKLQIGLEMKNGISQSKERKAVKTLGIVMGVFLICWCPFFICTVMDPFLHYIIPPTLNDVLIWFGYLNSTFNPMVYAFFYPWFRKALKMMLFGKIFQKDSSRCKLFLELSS
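Test system: CHO RD-HGA16 cells bearing hTAAR1 | Reagent: β-PEA, EC80 | Compound dosing: 3 µM, single point | Schedule: Dye loading 75 min at 37 °C, then 30 min room temperature | Signal: Calcium fluorescence with Fluo-8 | Evaluation: Percent inhibition of PEA-evoked calcium signal, max/basal emission ratio | Control set: DMSO-only wells and EC80 β-PEA-stimulated wells | Repeats: Singlicate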
OXTR potentiator = potentiates the human oxytocin receptor response; activation, % at 3 µM; 320,000 compounds, 0.061% hits; CHO-OTR cells, Fluo-8 calcium fluorescence, potentiator mode; 0% = oxytocin EC15, 100% = EC100; AID 2445; P30559;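 active = activation above that plate's cutoff, the mean activation of tested compounds plus 3 SD, cut at about 6.6% in these data, passing the limit was not always enough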;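 note: 100% uses oxytocin at 75 nM as the full agonist control; some results filed as inactive read as strong as hits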
Target sequence (P30559 whole entry, looked up): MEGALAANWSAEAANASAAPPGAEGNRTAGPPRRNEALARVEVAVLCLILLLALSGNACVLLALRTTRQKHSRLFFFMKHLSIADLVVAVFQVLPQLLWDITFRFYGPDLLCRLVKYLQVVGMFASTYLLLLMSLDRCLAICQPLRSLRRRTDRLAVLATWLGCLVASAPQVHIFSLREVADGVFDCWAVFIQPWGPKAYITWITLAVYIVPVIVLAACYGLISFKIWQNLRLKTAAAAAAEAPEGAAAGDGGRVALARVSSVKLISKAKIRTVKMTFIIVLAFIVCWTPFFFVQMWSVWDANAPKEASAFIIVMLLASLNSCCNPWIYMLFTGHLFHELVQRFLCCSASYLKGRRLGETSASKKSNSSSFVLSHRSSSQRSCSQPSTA
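Dosing: Single dose, 3.0 µM nominal final compound concentration | Material: Human OTR in CHO cells | Technique: Kinetic Fluo-8 calcium fluorescence | Benchmarks: EC15 oxytocin alone as 0%, 75 nM oxytocin as 100% | Probe or stimulus: Oxytocin at about EC15, sub-maximal agonist stimulus | Incubation: Compound 6 min at room temperature before oxytocin, 100 s read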
V1aR counter = V1a receptor agonism, counter-screen for OXTR agonists; P37288; CHO-V1R cells, Fluo-8 calcium fluorescence, agonist mode; 0% DMSO, 100% 3 nM vasopressin; activation, % at 3 µM; 320,000 compounds, 0.25% hits; AID 2797;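 active = activation above the mean activation of all tested compounds plus 3 SD, per screening run, cut at about 20% in these data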;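 note: signal is peak over basal fluorescence ratio across a 100 second FLIPR read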
CHO parental Ca = counter-screen: ATP calcium response change in parental CHO cells; 330,000 compounds, 0.63% hits; AID 463079; parental CHO-K1, ATP-induced calcium, Fluo-8 fluorescence; inhibition, % at 5.6 µM;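 active = inhibition above that plate's mean sample inhibition plus 3 SD, cut at about 26% in these data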;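 note: 0% = ATP-challenged DMSO wells and 100% = DMSO wells without ATP; some compounds past the cut are filed as inactive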
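Assay system: untransfected parental CHO cell line. Also added: ATP agonist challenge. Dosing: one dose, 5.6 µM nominal. Measured by: Fluo-8 fluorescence. Read-out: % inhibition. Benchmarks: ATP wells versus no-ATP DMSO wells. Repeats: no replicates.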
GPR7 antag = antagonists of human GPR7 (neuropeptides B/W receptor 1); P48145; GPR7-expressing cells, fluorescence antagonist assay; inhibition, % at 4.4 µM; 290,000 compounds, 1.1% hits; in the data active = inhibition above about 16%, passing the limit was not always enough;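 note: cells stimulated with the agonist NPW; 0% = agonist with vehicle and 100% = vehicle without agonist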
Target sequence (P48145 whole entry, looked up): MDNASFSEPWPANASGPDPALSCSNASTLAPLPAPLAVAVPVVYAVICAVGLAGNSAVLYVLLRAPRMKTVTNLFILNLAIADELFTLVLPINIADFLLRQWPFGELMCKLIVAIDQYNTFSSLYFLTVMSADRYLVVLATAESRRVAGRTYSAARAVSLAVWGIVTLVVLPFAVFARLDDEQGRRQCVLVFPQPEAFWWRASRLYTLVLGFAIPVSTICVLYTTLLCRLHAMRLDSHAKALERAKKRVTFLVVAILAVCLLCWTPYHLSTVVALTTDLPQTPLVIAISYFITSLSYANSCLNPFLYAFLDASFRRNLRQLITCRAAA
M1 ag parental = counter-screen for M1 agonists: effect in parental CHO-K1 cells | 360,000 compounds, 0.48% hits | activation, % at 3 µM | Fluo-8 calcium fluorescence; scaled to maximal ATP response, vehicle zero | AID 602248; in the data active = activation above about 15%;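 note: untransfected CHO-K1 host cells lacking M1 receptor as counterscreen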
OXTR agonist = agonists of human oxytocin receptor. P30559. CHO-OTR cells, Fluo-8 calcium fluorescence; normalized: DMSO 0%, oxytocin 100%. activation, % at 3 µM. 320,000 compounds, 0.32% hits. AID 2435;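 active = activation above the mean of all tested compounds plus 3 SD, cutoff set per screening run, cut at about 20% in these data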;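 note: peak over basal fluorescence ratio from a 100 s FLIPR kinetic read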
M1 PAM parental = M1 PAM counterscreen hit in parental CHO-K1 cells. ATP EC20, Fluo-8 calcium fluorescence; 0% at ATP EC20, 100% at ATP max. activation, % at 3 µM. 360,000 compounds, 0.02% hits;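 active = activation above the run cutoff, the mean activation of all test compounds plus 3 SD, cut at about 40% in these data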;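 note: peak over basal fluorescence ratio in a 140 s read after ATP addition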
CHO-K1 Ca antag = counter-screen for M1 antagonists: effect in parental CHO-K1 cells. ATP-induced calcium, Fluo-8 fluorescence. inhibition, % at 3 µM. 360,000 compounds, 0.6% hits. AID 602250;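 active = inhibition above a per-plate cutoff, the plate's mean sample inhibition plus 3 SD, cut at about 24% in these data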;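 note: 0% = DMSO plus EC80 ATP and 100% = DMSO alone without ATP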
The depositor's hits bear a star; x = no result given.

SMILES	TAAR1 antagonist	OXTR potentiator	V1aR counter	CHO parental Ca	GPR7 antag	M1 ag parental	OXTR agonist	M1 PAM parental	CHO-K1 Ca antag
CCOc1ccccc1NC(=O)CSc1nnc(-c2ccncc2)o1	11	-3	0.8	-7	x	0.2	-0.1	-5	0
C/C(=N\NC(=O)c1ccccc1-n1cccc1)C1CC1	-29	-8	-0.3	-18	-11	-0.6	-1.5	2	2
CC1CCCC(NC(=O)C2COc3ccccc3O2)C1C (stereo not drawn)	-29	-5	-0.9	-7	x	-0.8	-1.7	-14	2
O=C(NCc1ccccc1)C(c1ccc(O)cc1)N(C(=O)Cn1nnc(-c2cccs2)n1)c1ccc2c(c1)OCCO2 (stereo not drawn)	-4	-9	0.7	-2	-5	0.0	1.3	-9	12
CCOC(=O)CNC(=O)CSc1ccc(-c2nc3ccccc3[nH]2)cn1	24	-10	0.1	-8	-4	1.6	0.1	14	-10
CCCc1ccc(C(=O)NNC(=O)c2ccc(Br)cc2)cc1	-5	-14	0.1	-3	-4	0.9	-1.6	18	-8
CCOC(=O)c1ccc[n+](C(C)C(=O)c2ccc(-c3ccccc3)cc2)c1 (stereo not drawn)	-1	-4	6.8	-5	-10	1.4	2.0	30	-8
CN(C)C(=O)N1CCNCC1	0	-7	-0.4	-1	-13	0.2	1.0	14	-10
CN(C)c1ccc(C(=O)OCC(=O)NCCNC(=O)COC(=O)c2ccc(N(C)C)cc2)cc1	-19	-4	-0.1	-10	-1	0.9	0.0	1	-6
C/C(=N\NC(=O)C(c1ccccc1)c1ccccc1)c1ccc(O)cc1	21	-20	-1.0	-12	-11	0.5	-1.6	20	-13
O=C(NC1CCCc2ccccc21)c1ccc([N+](=O)[O-])cc1 (stereo not drawn)	2	4	0.1	-23	9	-0.1	-1.5	6	3
C=CCS(=O)(=O)c1cccc2cccnc12	10	-5	1.8	-3	1	-0.3	0.4	-10	11
Cc1ccccc1C(=O)NCC(=O)OCCOc1ccc(C(C)C)c(C)c1	27	0	0.4	-23	x	0.5	-0.5	-13	-3
CSCCC(NC(=O)c1ccco1)C(=O)N1CCN(Cc2ccccc2)CC1 (stereo not drawn)	-8	2	0.5	-5	x	0.9	1.0	6	-1
O=C(Nc1cccnc1)c1ccc(Oc2ccccc2)cc1	14	-4	1.1	-14	-10	1.0	1.2	7	-8
COc1ccccc1NC(=O)Cn1cnc2sc(C(=O)NCc3ccco3)c(C)c2c1=O	14	-10	-0.2	-26	-2	1.7	-0.5	14	-20
CCOC(=O)Cc1csc(NS(=O)(=O)c2ccc3c4c(cccc24)C(=O)N3CC)n1	-4	-6	0.7	-12	-1	0.0	0.0	7	7
COc1cc(C#N)c(N=C(SCC#N)N2CCOCC2)cc1OC	-6	-6	-1.2	10	7	0.3	0.0	19	-5
CC1(C(=O)OCC(=O)Nc2nnc(-c3ccccc3)o2)CC1(Cl)Cl (stereo not drawn)	-5	-12	-0.4	11	x	0.7	-0.2	10	-1
O=C(OCn1ncc(Cl)c(Cl)c1=O)c1cccc(C(F)(F)F)c1	x	1	0.8	81*	16	0.7	-1.2	16	4

Four entries from above, set out differently:
CCCc1ccc(C(=O)NNC(=O)c2ccc(Br)cc2)cc1
  TAAR1 antagonist: -5; OXTR potentiator: -14; V1aR counter: 0.1; CHO parental Ca: -3; GPR7 antag: -4; M1 ag parental: 0.9; OXTR agonist: -1.6; M1 PAM parental: 18; CHO-K1 Ca antag: -8
CCOC(=O)c1ccc[n+](C(C)C(=O)c2ccc(-c3ccccc3)cc2)c1 (stereo not drawn)
  TAAR1 antagonist: -1; OXTR potentiator: -4; V1aR counter: 6.8; CHO parental Ca: -5; GPR7 antag: -10; M1 ag parental: 1.4; OXTR agonist: 2.0; M1 PAM parental: 30; CHO-K1 Ca antag: -8
CN(C)C(=O)N1CCNCC1
  TAAR1 antagonist: 0; OXTR potentiator: -7; V1aR counter: -0.4; CHO parental Ca: -1; GPR7 antag: -13; M1 ag parental: 0.2; OXTR agonist: 1.0; M1 PAM parental: 14; CHO-K1 Ca antag: -10
CN(C)c1ccc(C(=O)OCC(=O)NCCNC(=O)COC(=O)c2ccc(N(C)C)cc2)cc1
  TAAR1 antagonist: -19; OXTR potentiator: -4; V1aR counter: -0.1; CHO parental Ca: -10; GPR7 antag: -1; M1 ag parental: 0.9; OXTR agonist: 0.0; M1 PAM parental: 1; CHO-K1 Ca antag: -6

Continuation.
SMILES	TAAR1 antagonist	OXTR potentiator	V1aR counter	CHO parental Ca	GPR7 antag	M1 ag parental	OXTR agonist	M1 PAM parental	CHO-K1 Ca antag
COc1ccc(-c2nc3n(n2)C(c2ccccc2)C2=C(CCCC2=O)N3)cc1OC (stereo not drawn)	4	2	-0.1	-11	-4	1.1	-0.2	23	-10
CC1(C(=O)NS(=O)(=O)C2CC2)CCN(C(=O)CSc2ccccc2)C1 (stereo not drawn)	-17	x	x	x	x	-0.4	x	-10	10
CCOC(=O)c1c(NC(=O)Cn2cnc3scc(-c4ccc(C)cc4)c3c2=O)sc(C)c1C	-38	-9	-0.3	-26	-8	-0.9	-0.8	8	2
Cc1ccccc1NS(=O)(=O)c1cc(C(=O)N2CCc3ccccc3C2)ccc1C	16	-4	2.5	-22	5	4.7	-1.6	-3	-14
CN(C)S(=O)(=O)c1ccc(Cl)c(C(=O)NCCNC(=O)c2cc(S(=O)(=O)N(C)C)ccc2Cl)c1	-34	6	-0.5	-9	-14	0.5	0.2	5	-9
CC(=O)Nc1ccc(-c2ccnc3c2CC(C)(C(=O)Nc2ccc(F)c(Cl)c2)O3)cc1 (stereo not drawn)	8	x	x	x	x	2.0	x	11	-6
COC(=O)c1sccc1NC(=O)CSc1ccccc1NS(=O)(=O)c1cc(Cl)ccc1Cl	22	-20	0.7	22	-13	3.9	5.3	18	9
Cc1ccc(S(=O)(=O)N[C@@H](Cc2ccccc2)C(=O)N2CCC(C(=O)N[C@@H](CC(C)C)C(=O)O)CC2)cc1	4	-6	0.8	-4	-12	0.5	-0.1	-2	-14
COc1cccc(N/C(SC)=C(/C#N)C(=O)NCc2cccs2)c1	5	-18	-0.8	-3	-6	1.0	-2.1	3	-20
Cc1onc(-c2ccccc2)c1C(=O)Nc1ccc(-c2nnc3n2CCCCC3)cc1	7	-6	0.6	-18	-8	0.7	0.4	-6	4
COc1cccc(C(=O)NNC(=O)C(=O)Nc2ccc(C)c(Cl)c2)c1	-1	-5	1.8	24	-5	8.8	0.7	4	9
COc1ccc(-c2nc3ccccc3s2)cc1NC(C)=O	-4	1	-1.4	-23	-3	-0.9	-1.0	10	-5
Cc1ccccc1S(=O)(=O)N1C[C@H]2CON(C)[C@H]2C[C@H]1c1cccc(-c2ccc(C#N)cc2)c1	-12	x	x	x	x	1.2	x	12	6
N#CC1(NC(=O)COC(=O)c2nc(Cl)c(Cl)c(N)c2Cl)CCCCC1	7	-9	0.5	3	x	1.2	1.1	-6	5
O=C(CSc1ccc2c(c1)OCCO2)Nc1ccc2c(c1)OCO2	x	-12	5.8	-10	15	1.9	4.5	-7	18
CCC(=O)Nc1ccc(S(=O)(=O)Nc2ccccn2)cc1	-14	5	0.1	-10	-7	-0.2	1.7	-5	10
CN(C)S(=O)(=O)c1cccc(-c2cn3ccccc3n2)c1	10	2	-0.5	-19	1	0.8	-0.9	16	-4
COc1cccc(NC(=O)C2CCCN(S(=O)(=O)c3cccc4nsnc34)C2)c1 (stereo not drawn)	27	-10	3.0	-14	-3	1.7	2.8	8	5
COc1ccc(C(=O)C[n+]2cccc(C)c2C)cc1[N+](=O)[O-]	-2	-13	0.6	10	-7	0.9	0.6	13	-18
CCOC(=O)N1CCN(C(=O)CSc2nc(=O)n3ccccc3n2)CC1	-16	-2	-1.0	5	x	0.6	0.7	4	-4
COc1ccc2nc(NCc3ccc(OC)c(OC)c3OC)sc2c1	4	x	x	x	x	1.7	x	28	-4
COc1ccc(C(CNC(=O)c2cccc(S(=O)(=O)Nc3ccccc3OC)c2)N2CCCCC2)cc1 (stereo not drawn)	11	x	x	x	x	0.9	x	8	5
Cc1cccc(N(C(=O)c2csnn2)C(C(=O)NC(C)(C)C)c2cccnc2)c1 (stereo not drawn)	-9	-11	0.2	-6	-7	-0.2	0.4	-5	-11
CCCCNC(=O)N(O)C1N(/N=C/c2ccccc2OC)C(=S)SC1(C)C (stereo not drawn)	-28	-6	-1.6	-9	-2	0.0	-2.0	6	-12
Cc1cc(NC(=O)COC(=O)CCNS(=O)(=O)c2ccccc2)n(-c2ccccc2)n1	-9	4	-0.1	-9	x	1.8	-0.2	-10	1
CCCNC(=O)C1(C)CCCN(C(=O)/C=C/c2ccccc2)C1 (stereo not drawn)	4	x	x	x	x	0.0	x	10	-8
COc1ccc(C(=O)NCC(=O)N2CCN(c3ccc(F)cc3)CC2)cc1	-1	-2	0.6	-9	-8	0.7	-1.2	26	-21
C(=N/N1CCN(c2ccccc2)CC1)/c1ccncc1	-16	-4	4.7	-4	-9	4.7	6.0	-7	-10
CN(C)c1ccc(/C=N/NC(=O)C2CC2c2ccccc2)cc1 (stereo not drawn)	-10	-15	-1.0	-20	-11	0.7	-1.9	32	-23
O=C(/C=C/c1cccc([N+](=O)[O-])c1)NCCSCc1ccc(Cl)cc1	34	-11	2.4	-15	0	5.7	2.2	16	2
Cc1cc(C)n(C(=O)CNC(=O)c2ccc(Cl)cc2Cl)n1	-19	-16	-0.4	-13	7	0.8	-1.3	9	-14
CC(NC(=O)COC(=O)CCc1ccccc1)c1ccccc1 (stereo not drawn)	-14	-2	-0.2	-7	-4	0.3	-1.0	12	-5
CCN(CC)S(=O)(=O)c1ccccc1/C=N\O	-9	-11	-0.8	-10	6	-0.2	0.5	-5	8
O=C(CSc1nnc2ccc(-c3ccc(F)cc3)nn12)N1CCOCC1	9	-3	-1.6	-18	x	-0.4	-2.6	10	-8
COc1ccccc1C(=O)OCC(=O)NC(=O)NC1CCCC1	-18	0	-0.3	-10	x	0.3	-1.5	7	-13
CC(C)[C@H](NC(=O)C1(c2ccccc2)CCN(C(=O)OC(C)(C)C)CC1)C(=O)O	-2	3	-0.1	0	-5	-0.2	0.6	-7	18
CCN(CC)c1ccc(NC(=O)CCNS(=O)(=O)c2ccc3c(c2)CCC(=O)N3)c(C)c1	-6	2	0.1	-17	-15	0.3	-1.1	-3	-5
